Screening data: PubChem, Sanford-Burnham Center for Chemical Genomics
UBC13 polyUb: UBC13 polyubiquitin chain formation inhibitors, primary screen, biochemical, TR-FRET, uHTS | Ubiquitin-conjugating enzyme E2 N (Homo sapiens), P61088 | inhibition, % at 20 µM | 0.47% of 330,000 active | AID 485273, 2010; in the data active = inhibition above about 45%, passing the limit was not always enough
SENP6 block: SENP6 protease inhibitors, primary screen, biochemical, luminescence, uHTS | inhibition, % at 10 µM | Recombinant SENP6 catalytic domain, aminoluciferin luminescence | Sentrin-specific protease 6 (Homo sapiens), Q9GZR1 | 1.8% of 330,000 active;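 active = inhibition above about 50% at the single tested dose, limit read from the data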;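 note: plate controls were DMSO wells with enzyme for no effect and DMSO wells lacking enzyme for full effect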
PfGluPho inh: PfG6PD enzyme inhibitors, primary screen, biochemical, fluorescence intensity, uHTS; PfGluPho enzyme, NADPH resazurin-diaphorase fluorescence; inhibition, % at 20 µM; 0.78% of 350,000 active;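 active = inhibition reaching at least a set limit at 20 µM in the primary screen, cut at about 59% in these data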;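 note: 0% = DMSO wells with substrate and 100% = DMSO wells lacking glucose-6-phosphate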
beta cell repl: inducers of MIN6 beta-cell proliferation, primary screen, ATP luminescence, uHTS; MIN6 cells proliferation, ATPlite luminescence, 48 h; cells starved in 0.2% serum; 100% = growth in 10% serum; proliferation, % at 10 µM; 0.29% of 330,000 active;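 active = compounds whose signal lies at least 3.5 SD above the mean of all wells on their plate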;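 note: 0% = DMSO-treated cells in low-serum medium and 100% = 10% serum control; some compounds called inactive have numbers as strong as hits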
SENP7 block: SENP7 protease inhibitors, primary screen, biochemical, luminescence, uHTS; Sentrin-specific protease 7 (Homo sapiens), Q9BQF6; recombinant SENP7, Z-RLRGG-aminoluciferin luminescence, 40 min; inhibition, % at 5 µM; 1.5% of 330,000 active;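 active = inhibition above about 50% at the single test dose, limit read from the data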;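 note: plate controls were DMSO with enzyme for no effect and no enzyme buffer wells for full effect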
HKDC1 inh: HKDC1 hexokinase inhibitors, primary screen, biochemical, fluorescence, uHTS | recombinant HKDC1, G6PDH/diaphorase resazurin coupled fluorescence | 0.16% of 340,000 active | AID 493160, 2011 | inhibition, % at 20 µM;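 active = inhibition above about 35% when tested at 20 µM, limit read from the data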;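 note: plate controls were DMSO wells with enzyme for no effect and DMSO wells lacking enzyme for full effect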
Target sequence (Q2TB90 whole entry, looked up): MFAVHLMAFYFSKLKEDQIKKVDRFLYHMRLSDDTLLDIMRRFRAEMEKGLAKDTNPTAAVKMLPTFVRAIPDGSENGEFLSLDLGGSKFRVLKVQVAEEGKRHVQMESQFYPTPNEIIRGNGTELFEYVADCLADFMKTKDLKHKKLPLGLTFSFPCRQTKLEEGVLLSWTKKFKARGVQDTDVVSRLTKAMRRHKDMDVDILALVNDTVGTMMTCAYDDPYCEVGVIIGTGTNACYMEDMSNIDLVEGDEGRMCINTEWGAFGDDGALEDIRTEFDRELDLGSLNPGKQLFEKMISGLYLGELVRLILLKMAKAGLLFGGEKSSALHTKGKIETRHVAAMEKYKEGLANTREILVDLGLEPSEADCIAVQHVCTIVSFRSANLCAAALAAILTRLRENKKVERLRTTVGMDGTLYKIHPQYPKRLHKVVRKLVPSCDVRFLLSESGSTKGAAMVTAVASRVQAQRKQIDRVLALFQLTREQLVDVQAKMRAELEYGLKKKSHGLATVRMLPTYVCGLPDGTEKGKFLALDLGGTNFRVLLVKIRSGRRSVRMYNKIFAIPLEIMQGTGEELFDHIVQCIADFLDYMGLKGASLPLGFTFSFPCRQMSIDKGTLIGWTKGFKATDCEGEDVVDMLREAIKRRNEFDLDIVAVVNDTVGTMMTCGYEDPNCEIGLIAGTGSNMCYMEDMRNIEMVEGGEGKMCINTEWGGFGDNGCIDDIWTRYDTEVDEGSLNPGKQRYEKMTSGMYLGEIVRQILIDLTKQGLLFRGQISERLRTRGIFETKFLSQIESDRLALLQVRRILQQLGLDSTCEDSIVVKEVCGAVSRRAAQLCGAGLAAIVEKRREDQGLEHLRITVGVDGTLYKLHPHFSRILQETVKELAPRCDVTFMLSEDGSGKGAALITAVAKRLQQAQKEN
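System: Recombinant HKDC1 hexokinase | Amount: HKDC1 at 5 µg/mL | Reagent: Glucose with 1 mM ATP | Doses: Single 20 µM dose | Incubation: Reaction time 90 min, room temperature, protected from light | Signal: Coupled resazurin fluorescence, excitation 525 nm, emission 613 nm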
SENP1 FRET inh: human SENP1 catalytic domain inhibitors, primary screen, biochemical, FRET, uHTS; Sentrin-specific protease 1 (Homo sapiens), Q9P0U3; recombinant SENP1 catalytic domain, CyPet-SUMO1-YPet FRET cleavage; inhibition, % at 10 µM; 0.21% of 360,000 active; AID 624204, 2012;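 active = inhibition at least 30% at 10 µM, raw YFP signal under a set limit, fluorescence ratio 0.5 to 1.5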;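 note: 0% = enzyme with DMSO and 100% = no enzyme wells; some results filed as inactive read as strong as hits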
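Test system: human SENP1 catalytic domain; medium: Tris pH 8 buffer plus EDTA, NaCl, BME, BSA, NP40, catalase; incubation: 50 min reaction at room temperature; technique: FRET, CFP and YFP emission; controls: no-enzyme low control and enzyme-plus-DMSO high control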
SENP8 block-1: SENP8 protease inhibitors, primary screen, biochemical, luminescence; Sentrin-specific protease 8 (Homo sapiens), Q96LD8; purified SENP8, Z-RLRGG-aminoluciferin cleavage; inhibition, % at 10 µM; 1.2% of 330,000 active; AID 2540, 2010; in the data active = inhibition above about 50%
SENP8 block-2: human SENP8 protease inhibitors, primary screen, biochemical, fluorescence, Nedd8 protein substrate, uHTS; Sentrin-specific protease 8 (Homo sapiens), Q96LD8; recombinant SENP8; inhibition, % at 20 µM; 0.64% of 360,000 active; AID 602440, 2012; in the data active = inhibition mostly above about 40%, no sharp cut-off; inactive = mostly below about 27%
Starred values were filed as active, the others as inactive; x = not tested or not shown.

SMILES | UBC13 polyUb | SENP6 block | PfGluPho inh | beta cell repl | SENP7 block | HKDC1 inh | SENP1 FRET inh | SENP8 block-1 | SENP8 block-2
COc1ccc(NC(=O)CCNS(=O)(=O)c2ccc3c(c2)c(=O)n(C)c(=O)n3C)cc1OC | -3 | -3 | -5 | -2 | 0 | 2 | 2 | 0 | 10
COc1cc(Br)c(CCNC(=O)c2ccco2)cc1OC | -3 | -12 | -10 | -2 | 4 | -10 | 3 | 2 | 8
OCCN1CCN(CC#CCn2c3ccccc3c3ccccc32)CC1 | 17 | -5 | -4 | 0 | 6 | -3 | 1 | 4 | -2
COc1cc(-c2nnc(-c3ccc(N4CCOCC4)cc3)o2)cc(OC)c1OC | 13 | 0 | 0 | -1 | -7 | -8 | 1 | 3 | -219
COc1ccc(CCNC(=O)C2Cc3ccccc3C(=O)O2)cc1 (stereo not given) | 2 | 21 | 2 | 3 | 11 | -2 | 2 | 9 | 6
C#Cc1ccc([C@@H]2C=C(C(=O)NCc3nc4ccccc4[nH]3)O[C@H](OCC)[C@H]2CCCO)cc1 | 8 | -7 | -9 | -3 | -8 | 1 | -2 | -3 | -16
Cc1c(C(=O)NCc2ccc(S(N)(=O)=O)cc2)oc2ccc(Cl)cc12 | -7 | -10 | 0 | -2 | 8 | -5 | 2 | 4 | 9
CCOC(=O)c1ncccc1NC(=O)CC(=O)Nc1cccnc1C(=O)OCC | -3 | -22 | -8 | -4 | -2 | 2 | 1 | -2 | -243
COc1ccc(C2C(C(=O)Nc3cc(C)on3)c3ccccc3C(=O)N2C)cc1 (stereo not given) | -11 | -7 | -5 | -2 | -9 | -4 | -2 | -3 | 16
C=C(C)CN(CC)CCC(=O)Nc1ccc(OC)cc1OC | -17 | 9 | 15 | -2 | -3 | -5 | -3 | 2 | 14
CCN(C1CCCCC1)S(=O)(=O)c1ccc(S(=O)(=O)NCc2ccncc2)cc1 | 4 | -4 | -6 | -5 | 6 | -3 | 1 | 6 | 3
C/C(=N\O)c1ccc(Cl)c(Cl)c1 | 4 | -3 | 13 | 1 | -1 | 5 | x | 5 | x
O=C(COC(=O)Cc1cccs1)Nc1ccccc1 | -12 | -3 | -19 | 0 | -9 | -6 | 3 | -12 | -5
O=C1CCC([N+](=O)[O-])C(c2ccccc2Cl)N1 (stereo not given) | 3 | -5 | 6 | 1 | 0 | -7 | 1 | -6 | 22
C/C(=N\NC(=O)c1ccc(Br)cc1)c1cccc(NC(=O)c2cccnc2)c1 | -4 | -9 | 3 | -3 | -8 | -1 | -8 | -8 | -3
Cc1ccc(NC(=S)N2CCN(C(=O)C3CCCO3)CC2)c(C)c1 (stereo not given) | 4 | -3 | 1 | -3 | 0 | 5 | 1 | 7 | 13
CC(=O)N/C(=N\OCc1ccc(Br)cc1)c1nonc1NC(C)=O | -7 | -20 | -14 | 0 | -10 | -5 | -1 | -10 | 14
COC(=O)c1c(NC(=O)c2c(-c3ccccc3Cl)noc2C)sc2c1CCC2 | -7 | -10 | 28 | -2 | -3 | 1 | -6 | -4 | -208
CC(=O)N(CCC(Cc1ccccc1)c1ccc2c(c1)OCO2)Cc1ccc(Cl)cc1 (stereo not given) | 2 | 2 | 13 | -7 | 5 | 0 | 1 | 2 | -3
CC12COC3(C(=O)NCCc4ccccc4)CC1CCC32C (stereo not given) | 0 | -13 | -3 | 0 | -7 | -8 | 2 | -6 | 14
COc1ccc2nnc(-c3ccccc3)n2n1 | -6 | -14 | -6 | 2 | -11 | 4 | 2 | -6 | -92
O=C(COC(=O)Cn1cnc2ccccc2c1=O)Nc1ccc2c(c1)OCO2 | -1 | 2 | -4 | -1 | 11 | 0 | 2 | -3 | -26
CCC1(c2ccc(F)cc2)NC(=O)N(CC(=O)N2CCOCC2)C1=O (stereo not given) | -10 | -17 | -11 | -1 | 1 | -7 | 3 | -4 | 14
Cc1cc(NC(=O)c2ccccc2Cl)no1 | 12 | -12 | -5 | -5 | -1 | -3 | -3 | -7 | 2
CCN(C(=O)CN1CCC(C)CC1)c1c(N)n(Cc2ccccc2)c(=O)[nH]c1=O | 3 | -12 | -8 | 1 | -10 | -5 | -4 | -11 | 6
COc1ccc(NC(=O)CCNC(=O)Cn2cnc3sc4c(c3c2=O)CCCC4)cc1OC | -2 | 6 | 0 | -2 | 3 | 1 | -2 | 3 | 17
O=C(N/N=C/c1cc(Cl)ccc1O)c1ccncc1 | -26 | 1 | -30 | -2 | 3 | -34 | -48 | 1 | 16
CCOc1ccccc1N(CC(=O)NCCSCc1ccco1)S(=O)(=O)c1ccccc1 | 9 | -7 | 23 | -3 | 4 | 8 | -3 | 7 | -5
C=CCn1c(CNC(=O)c2cccs2)nnc1SCc1ccc(Cl)cc1Cl | -8 | 15 | -15 | -1 | 11 | 0 | -1 | -3 | 3
COc1ccccc1CN1C[C@@H]2C[C@@H](c3[nH]c4c(C)cccc4c3C)N3CCC[C@@]23C1=O | 7 | 2 | -12 | -6 | -5 | 5 | -2 | -1 | -18
COc1cc(NC(=O)c2ccccc2NS(=O)(=O)c2ccc(Cl)s2)cc(OC)c1 | -23 | 0 | -38 | 0 | -4 | 20 | 0 | 1 | 6
Cc1cc(NC(=O)CCC(=O)N(CC2CCCO2)C(C(=O)NC2CCCC2)c2cccnc2)no1 (stereo not given) | 5 | 21 | 6 | -2 | -2 | -4 | 2 | 5 | 18
COc1ccc2nc(/C=N/NC(=O)[C@@H]3CCCN3C(=O)OC(C)(C)C)ccc2c1 | 11 | -4 | -6 | 1 | -7 | 6 | 2 | -1 | -434
CN(CCCn1c(=S)[nH]c2ncccc2c1=O)Cc1ccccc1 | -1 | -18 | 7 | 0 | -7 | 0 | 2 | -4 | -11
Cc1nc(=S)c2ccccc2[nH]1 | 6 | -31 | -6 | -4 | -9 | -4 | -2 | -11 | 2
Cc1cccc(C(=O)N2CCCC(N3CCN(Cc4ccc5c(c4)OCO5)CC3)C2)n1 (stereo not given) | 1 | -6 | -16 | 0 | -8 | -4 | 1 | -7 | 15
Cc1ccc(N=Cc2c(C)[nH]n(-c3ccccc3)c2=O)nc1 | -7 | -7 | 15 | 0 | 0 | 1 | 0 | -7 | 21
CS(=O)(=O)N1CCN(C(=O)c2ccccc2)C1 | -4 | -3 | 3 | 2 | -4 | -4 | -1 | -7 | 13
CC(C)NS(=O)(=O)c1ccc(NC(=O)Cc2ccsc2)cc1 | -2 | 1 | -3 | -4 | -9 | -4 | 2 | -15 | 3
COCCNc1nnc(SCC(=O)c2c[nH]c3ccccc23)s1 | x | x | 11 | x | x | -7 | -2 | x | 11
COc1ccc(-c2cc(C(=O)N3CCN(c4ccc(F)cc4)CC3)no2)cc1OC | 5 | -7 | 8 | 0 | 1 | -3 | 2 | -7 | 3
CC1CCc2sc(NC(=O)c3ccc(N4C(=O)CCC4=O)cc3)c(C(N)=O)c2C1 (stereo not given) | 26 | -13 | 4 | -3 | 2 | 1 | -3 | -8 | -310
N=C(N)N1CCc2ccccc2C1 | 6 | 6 | x | -3 | 4 | x | x | 8 | x
Cc1ccc(C(O)CCc2ccc(N)cc2)cc1 (stereo not given) | 5 | -36 | -4 | -3 | 5 | -3 | 2 | -7 | 11
CC(=O)Nc1ccc(OC(=O)c2c(-c3ccccc3Cl)noc2C)cc1 | -8 | -12 | 14 | 1 | -3 | -10 | 1 | -1 | 11
CCc1cccc(N(C(=O)c2csnn2)C(C(=O)NC2CCCCC2)c2cccnc2)c1 (stereo not given) | -1 | -6 | -13 | 2 | -3 | -4 | -1 | 4 | 13
CCN(CC)c1ccc(C=C2C(=O)OC(c3ccccc3)OC2=O)cc1 (stereo not given) | -20 | 2 | 10 | -1 | -5 | 19 | 2 | -1 | -12
Cc1ccc(C)c(NC(=O)CN(C)C(=O)c2cc3c(s2)CCCCC3)c1 | -3 | -3 | 13 | -5 | 0 | 3 | -1 | -5 | 5
COc1cc(/C=C/C(=O)OCC(=O)NCCN2C(=O)CSC2=O)ccc1OCC#N | 6 | 0 | -7 | 1 | 0 | 1 | -1 | -5 | -185
O=C(CN1CCN(S(=O)(=O)c2ccc(Cl)c(Cl)c2)CC1)N1CCCCC1 | -3 | -23 | 4 | -1 | -4 | -5 | 1 | -6 | 13

Ten entries already listed, ordered by count of non-hydrogen atoms, low to high.
SMILES | UBC13 polyUb | SENP6 block | PfGluPho inh | beta cell repl | SENP7 block | HKDC1 inh | SENP1 FRET inh | SENP8 block-1 | SENP8 block-2
N=C(N)N1CCc2ccccc2C1 | 6 | 6 | x | -3 | 4 | x | x | 8 | x
CS(=O)(=O)N1CCN(C(=O)c2ccccc2)C1 | -4 | -3 | 3 | 2 | -4 | -4 | -1 | -7 | 13
Cc1ccc(C(O)CCc2ccc(N)cc2)cc1 (stereo not given) | 5 | -36 | -4 | -3 | 5 | -3 | 2 | -7 | 11
CC(C)NS(=O)(=O)c1ccc(NC(=O)Cc2ccsc2)cc1 | -2 | 1 | -3 | -4 | -9 | -4 | 2 | -15 | 3
COCCNc1nnc(SCC(=O)c2c[nH]c3ccccc23)s1 | x | x | 11 | x | x | -7 | -2 | x | 11
CC(=O)Nc1ccc(OC(=O)c2c(-c3ccccc3Cl)noc2C)cc1 | -8 | -12 | 14 | 1 | -3 | -10 | 1 | -1 | 11
CC1CCc2sc(NC(=O)c3ccc(N4C(=O)CCC4=O)cc3)c(C(N)=O)c2C1 (stereo not given) | 26 | -13 | 4 | -3 | 2 | 1 | -3 | -8 | -310
COc1cc(/C=C/C(=O)OCC(=O)NCCN2C(=O)CSC2=O)ccc1OCC#N | 6 | 0 | -7 | 1 | 0 | 1 | -1 | -5 | -185
Cc1cccc(C(=O)N2CCCC(N3CCN(Cc4ccc5c(c4)OCO5)CC3)C2)n1 (stereo not given) | 1 | -6 | -16 | 0 | -8 | -4 | 1 | -7 | 15
CCc1cccc(N(C(=O)c2csnn2)C(C(=O)NC2CCCCC2)c2cccnc2)c1 (stereo not given) | -1 | -6 | -13 | 2 | -3 | -4 | -1 | 4 | 13
